Screening results as filed in PubChem.
ADAM10 inh = inhibitors of human ADAM10. recombinant ADAM10, EDANS/DABCYL FRET peptide cleavage, 3 h. AID 720582. O14672. inhibition, % at 7 µM. 370,000 tested, 0.62% active;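 active = inhibition above a per-campaign cutoff equal to the mean of compounds falling between control-based bounds plus 3 SD, cut at about 20% in these data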;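 also: 0% = DMSO wells while the 100% control is not disclosed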
Target sequence (O14672 214-748 limits assumed): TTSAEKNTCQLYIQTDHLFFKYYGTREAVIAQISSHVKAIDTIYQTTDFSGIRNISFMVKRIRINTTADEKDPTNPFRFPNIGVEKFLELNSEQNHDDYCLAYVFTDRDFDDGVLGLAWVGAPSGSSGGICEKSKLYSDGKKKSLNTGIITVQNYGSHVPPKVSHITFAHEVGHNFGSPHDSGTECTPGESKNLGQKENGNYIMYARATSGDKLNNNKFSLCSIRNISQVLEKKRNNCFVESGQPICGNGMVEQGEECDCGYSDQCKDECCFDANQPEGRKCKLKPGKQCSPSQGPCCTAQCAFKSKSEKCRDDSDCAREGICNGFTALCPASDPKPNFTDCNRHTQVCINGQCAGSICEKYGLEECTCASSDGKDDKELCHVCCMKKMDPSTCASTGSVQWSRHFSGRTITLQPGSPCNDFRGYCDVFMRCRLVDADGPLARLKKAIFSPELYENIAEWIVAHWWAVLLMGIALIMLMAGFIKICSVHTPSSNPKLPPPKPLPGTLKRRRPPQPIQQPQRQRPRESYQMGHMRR
SMARCA2 activ = SMARCA2 function activation, primary screen; MG213 cells, MMTV-luciferase reporter, dexamethasone, overnight; activation, % at 9.1 µM; 370,000 tested, 1% active; AID 652017; in the data active = activation above about 7.8%;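 also: 0% = vehicle wells and 100% = reference activator wells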
hgDAF12 agonist = agonists of H. glycines DAF-12 nuclear receptor. HEK293 GAL4-hgDAF12 UAS-luciferase reporter, agonist luminescence; normalized to butyrate control. activation, % at 6.8 µM. 370,000 tested, 1.8% active;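 active = activation above a cutoff set at the mean of all screened compounds plus 3 SD, cut at about 10% in these data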;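 also: 0% = DMSO wells and 100% = sodium butyrate wells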
GAA850 FXN act = increases GAA850 frataxin promoter reporter activity | 360,000 tested, 0.56% active | HEK293 lucGAA850 FXN promoter luciferase reporter, 24 h; percent of 10 µM SAHA response | activation, % at 6 µM | AID 540364;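 active = activation above the average of all compounds screened plus 3 SD, cutoff fixed separately per campaign, cut at about 7.5% in these data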;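 also: 0% = DMSO wells and 100% = 10 µM SAHA wells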
GC-B act = GC-B (human) receptor activation | P20594 | HEK293-GC-B cells, CNP EC30, cGMP TR-FRET; 0% at EC30 CNP, 100% saturating CNP | activation, % at 10 µM | 370,000 tested, 0.11% active | AID 1920062;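 active = activation at 10 µM reaching about 35% in either raw or pattern-adjusted values, limit read from the data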
HGIII-sPLA2 inh = Inhibits HGIII-sPLA2 liposome hydrolysis, primary screen | 370,000 tested, 0.56% active | inhibition, % at 12.2 µM | Q9NZ20 | QFRET BODIPY PC-A2 liposome hydrolysis, fluorescence;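 active = inhibition above mean plus 3 SD of compounds lying within the high and low control bounds, cut at about 19% in these data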;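 also: 0% = median of test compound wells and 100% = no enzyme DMSO wells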
DAX1 inh-1 = inhibits human nuclear receptor DAX1; AID 504766; HEK293 Gal4-DAX1 luciferase reporter, luminescence; inhibition, % at 6.75 µM; 340,000 tested, 0.99% active; P51843;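 active = inhibition above the mean over all tested compounds plus 3 SD, cut at about 4.2% in these data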;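 also: 0% = DAX1-transfected cells with DMSO and 100% = empty-vector control cells with DMSO; inhibition shows as a rise in luminescence from relieved DAX1 repression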
Target sequence (P51843 207-470 limits assumed): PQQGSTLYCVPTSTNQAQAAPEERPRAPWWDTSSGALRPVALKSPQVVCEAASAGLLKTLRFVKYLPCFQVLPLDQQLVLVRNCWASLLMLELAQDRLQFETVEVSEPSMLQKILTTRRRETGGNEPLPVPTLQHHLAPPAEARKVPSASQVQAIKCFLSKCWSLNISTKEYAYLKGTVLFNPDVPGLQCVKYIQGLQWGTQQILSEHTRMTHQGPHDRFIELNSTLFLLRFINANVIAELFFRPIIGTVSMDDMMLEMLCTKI
GC-A act = GC-A (human) enzyme activation; AID 1671463; P16066; 370,000 tested, 0.14% active; HEK293 GC-A cells, cGMP TR-FRET, EC30 ANP; 0% at EC30 ANP, 100% saturating ANP; activation, % at 10 µM; in the data active = activation above about 40%
ssDAF-12 act = activators of S. stercoralis DAF-12 nuclear receptor | AID 652126 | HEK293 ssDAF-12/GRIP1 lit1-tk-luc reporter, luminescence; % of 3 µM dafachronic acid response | activation, % at 6.8 µM | 370,000 tested, 1% active;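 active = activation above the mean over all tested compounds plus 3 SD, cut at about 0.9% in these data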;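 also: 0% = DMSO-only wells and 100% = 3 µM delta7-dafachronic acid wells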
DAX1 inh-2 = blocks DAX1 repression of SF-1 activated StAR promoter | inhibition, % at 6.8 µM | 370,000 tested, 1.1% active | AID 652010 | HEK293T StAR-luciferase reporter, SF-1/DAX-1 repression relief;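 active = inhibition above the mean over all tested compounds plus 3 SD, cut at about 3.6% in these data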;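 also: 0% = DAX-1 cells with DMSO and 100% = cells lacking DAX-1 with DMSO; higher inhibition means more luminescence from relief of DAX-1 repression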
hcDAF-12 act = activates DAF-12 receptor from parasite H. contortus. HEK293 hcDAF-12 lit1-tk-luc reporter, luminescence; 0% DMSO, 100% Δ7-dafachronic acid. activation, % at 6.8 µM. 370,000 tested, 1.4% active;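 active = activation above the mean of all tested compounds plus 3 SD, cut at about 5.5% in these data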;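 also: 100% = response to 3 µM Δ7-dafachronic acid high control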
An asterisk follows results filed as active; . = no result given.

SMILES	ADAM10 inh	SMARCA2 activ	hgDAF12 agonist	GAA850 FXN act	GC-B act	HGIII-sPLA2 inh	DAX1 inh-1	GC-A act	ssDAF-12 act	DAX1 inh-2	hcDAF-12 act
CCN(C(=O)c1ccc(=O)[nH]c1)c1c(N)n(Cc2ccccc2)c(=O)[nH]c1=O	-13.3	-3.4	-0.4	2.3	5.9	14.3	0.7	-2.9	-0.3	-1.5	-1.5
CCNC(=O)NC(=O)CSc1nnc(-c2c[nH]c3ccccc23)o1	14.6	0.4	-0.8	0.6	-1.3	-24.7	1.3	-2.5	-0.5	-0.3	-1.1
COc1ccc(OC)c(/C=N\NC(=O)c2ccc(-c3ccccc3)cc2)c1	-38.1	-1.1	-0.1	-2.4	-3.0	0.8	0.2	4.5	-1.1	-0.6	-0.1
CC1=C(C(=O)Nc2ccccc2C)C2(CCCCC2)C(C(N)=O)C(=S)N1 (stereo unspecified)	12.6	0.5	3.6	0.4	2.1	9.6	-0.1	-3.2	-2.1	-0.1	-1.6
COc1ccccc1CNC(=O)[C@@H](NC(=O)C1CCN(C(=O)[C@@H]2CCCN2C(=O)OC(C)(C)C)CC1)C(C)C	0.9	-0.2	-0.7	-0.5	-0.3	7.6	2.4	-0.7	-0.6	0.4	0.6
C/C(NCC(C)(C)CN(C)C)=C(/C#N)C(=O)NCc1ccccc1	-5.8	-2.0	1.3	2.2	4.0	3.1	-0.2	-3.4	-0.6	-0.5	-0.4
CCc1ccc(S(=O)(=O)Nc2cccc(-c3ccc4nncn4n3)c2)s1	-4.5	-0.2	-3.2	2.6	-10.9	-16.1	-1.2	-7.9	-1.3	0.6	-0.2
O=C(N1CCOCC1)N1CCC(n2nnc3cc(F)ccc32)CC1	-3.0	0.0	-0.9	2.1	-0.9	0.3	0.6	-4.5	-0.7	-0.8	-2.0
Cn1c(=O)c2c(nc(OCC3COC(C)(C)O3)n2Cc2ccccc2F)n(C)c1=O (stereo unspecified)	3.2	-0.1	0.5	-0.3	11.1	-0.6	0.3	2.8	-0.7	-0.6	0.3
Oc1ccc(/C=C/c2ccnc3ccccc23)cc1	-66.6	0.5	1.1	1.8	-9.1	-30.2	-3.1	-16.2	-1.9	-1.5	-4.2
O=C(Cc1ccccc1)Nc1ccc(NC(=O)c2cccs2)cc1Cl	-99.4	1.1	-0.8	-0.6	4.3	-3.8	-0.9	2.7	-1.9	-0.5	1.0
Cc1cc(C)c2c(=O)[nH]c(SCc3ccccc3C)nc2n1	-1.9	-1.1	-2.2	2.8	7.9	5.7	2.3	4.7	-0.1	0.3	-1.2
O=S(=O)(c1ccccc1Oc1ccc(Cl)cc1Cl)N1CCCCC1	6.2	-3.8	1.9	1.1	-3.7	-5.2	-0.7	-4.6	-1.2	-0.4	-0.7
Cc1c(C(=O)Nc2nccs2)oc2ccc(Br)cc12	-23.9	3.7	9.8	7.2	-4.3	3.4	3.1	-1.3	2.3*	4.1*	9.2*
CCn1c(O)c(C=NCc2ccccc2)sc1=S	0.8	-1.3	1.2	0.7	9.9	-2.7	1.4	15.5	-0.3	-0.7	-1.0
O=C(Nc1ccc(O)c2c(=O)cc(-c3ccccc3Cl)oc12)c1ccc(F)cc1	2.3	1.9	2.8	-0.5	-3.4	9.6	0.4	-1.4	-0.8	0.7	0.6
Cc1cccc(OCCn2c(=O)sc3ccccc32)c1	11.7	9.0*	8.2	6.0	-2.1	-12.7	1.5	-2.6	-0.4	1.2	1.1
CC(C)c1ccccc1NC(=O)c1cccnc1	6.3	1.3	0.4	-2.1	1.7	4.4	0.4	1.5	-0.4	0.4	0.5
Cc1ccc(N(CC(=O)NCc2ccccc2)S(=O)(=O)c2c(C)noc2C)cc1	6.9	5.7	0.5	-1.6	1.6	-1.4	-0.4	3.1	-0.6	0.0	-0.5
CC(=O)Nc1ccc(NC(=O)c2ccc(N(Cc3ccccc3C)S(C)(=O)=O)cc2)cc1	6.3	-3.4	0.6	-2.6	1.2	0.5	0.2	-1.9	-0.8	-0.3	-0.3
CC(Sc1nc2ccccc2s1)C(=O)N1CCOCC1 (stereo unspecified)	1.4	-4.0	3.3	3.6	-1.6	5.2	2.2	3.9	1.2*	0.8	3.0
Cc1ccc(C(C(=O)NC2CCCC2)N(Cc2ccc3c(c2)OCO3)C(=O)c2snc(C(N)=O)c2N)cc1 (stereo unspecified)	-62.7	2.7	1.4	-3.9	-6.5	0.5	-1.7	-21.6	-1.9	-0.1	-0.6
COc1ccc(S(=O)(=O)Nc2ccc(NC(C)=O)cc2)cc1Br	-8.2	-3.0	-0.2	-2.2	-0.7	-0.5	4.2	3.2	-1.7	0.5	-2.2
COc1ccccc1C(CNC(=O)c1oc2ccccc2c1C)N1CCCC1 (stereo unspecified)	-7.5	-1.3	1.8	0.4	-4.6	-6.6	1.3	-4.6	-0.6	1.2	-0.4
CC(=O)N1CCN(Cc2nc3cc(NC(=O)c4cccc(Br)c4)ccc3n2C)CC1	1.1	-3.3	-2.6	-1.2	5.0	1.7	-1.0	6.8	-2.4	-1.1	-5.2

Retrieved by compound from the entries so far:
SMILES	ADAM10 inh	SMARCA2 activ	hgDAF12 agonist	GAA850 FXN act	GC-B act	HGIII-sPLA2 inh	DAX1 inh-1	GC-A act	ssDAF-12 act	DAX1 inh-2	hcDAF-12 act
O=S(=O)(c1ccccc1Oc1ccc(Cl)cc1Cl)N1CCCCC1	6.2	-3.8	1.9	1.1	-3.7	-5.2	-0.7	-4.6	-1.2	-0.4	-0.7
Cc1ccc(N(CC(=O)NCc2ccccc2)S(=O)(=O)c2c(C)noc2C)cc1	6.9	5.7	0.5	-1.6	1.6	-1.4	-0.4	3.1	-0.6	0.0	-0.5

The list continues.
SMILES	ADAM10 inh	SMARCA2 activ	hgDAF12 agonist	GAA850 FXN act	GC-B act	HGIII-sPLA2 inh	DAX1 inh-1	GC-A act	ssDAF-12 act	DAX1 inh-2	hcDAF-12 act
Cc1ccc(Sc2oc(/C=N/n3cnnc3)cc2Br)cc1	-7.0	2.4	2.9	4.2	-0.3	-4.2	-1.0	-3.1	-1.7	0.2	-1.7
c1ccc(-c2ccc(CN3C[C@@H]4C(c5ccccc5)C5(c6cccnc6)CC4(C5)[C@H]3c3ccccc3)cc2)cc1 (stereo partly specified)	1.7	0.0	3.1	-0.8	-7.9	0.1	0.1	-5.4	0.1	0.0	1.2
Cc1ccc(CCNCc2c(C(=O)O)c(C)n(-c3ccccc3)c2C)cc1	0.3	-2.4	0.6	1.4	0.9	-15.4	-0.4	1.4	-1.5	0.8	0.8
O=S(=O)(c1ccc(F)cc1)c1nc(-c2ccco2)oc1Nc1ccccc1	-6.8	-0.3	2.5	1.8	23.0	3.7	0.3	21.5	-0.4	0.0	2.3
COc1ccc(NC2CCCN(C(=O)c3ccc(C(C)=O)s3)C2)cc1 (stereo unspecified)	-4.5	0.4	-0.8	2.2	0.4	-0.1	0.1	-0.8	-1.1	2.0	-2.1
CCOc1ccc(Cl)cc1-c1cc(C(=O)NCc2ccccc2)[nH]n1	7.3	-3.5	0.4	0.2	23.3	-12.0	.	24.9	-1.6	-0.8	-2.4
CC(C)(O)C(O)COc1c2ccoc2cc2oc(=O)ccc12 (stereo unspecified)	-77.6	2.5	-1.4	2.1	-9.5	-5.7	3.3	-3.5	-0.5	1.8	1.9
CS(=O)(=O)N(Cc1ccccc1)c1ccc(C(=O)NC2CCCCC2O)cc1 (stereo unspecified)	10.4	-0.9	-0.6	-1.4	-0.9	-0.9	1.3	1.2	-1.2	-0.1	-0.8
Cc1ccccc1-n1c(C)nnc1SCC(=O)N1CC(=O)Nc2ccccc21	-1.1	-3.2	5.7	-1.2	-0.6	18.4	2.4	-3.4	-0.8	0.8	1.3
C=CCCC(=O)N1C[C@H]2CON(C)[C@H]2C[C@H]1c1ccccc1Br	-8.7	-2.2	-4.6	0.6	2.3	16.4	2.2	-3.0	-1.3	-0.1	-2.0
COc1ccc(-c2cc(C(=O)NC3CC3)c3ccccc3n2)cc1	-444.6	-0.2	0.4	0.1	3.6	1.3	0.0	3.4	-1.1	-0.5	-3.0
CCOc1ccccc1NC(=O)CSc1nnc(-c2ccccn2)n1Cc1ccco1	4.0	1.2	-2.6	-1.2	-6.9	-10.3	-1.7	-10.0	-2.1	-0.7	0.2
CC1SC(=NC(=O)c2ccncc2)NC1=O (stereo unspecified)	-7.3	0.3	1.1	-1.1	-2.2	-2.8	-0.2	3.5	-1.1	-0.2	-0.3
COc1ccccc1N1CCN(Cc2nc(N)nc(Nc3ccc(C)c(Cl)c3)n2)CC1	7.2	-1.5	-4.1	-1.3	-0.1	-5.3	-2.6	-0.7	-1.7	-0.9	-3.3
CCCc1cc(=O)[nH]c(SCC(=O)Nc2sc(C(N)=O)c(C)c2C(=O)OCCOC)n1	2.3	-3.3	0.2	0.6	0.0	-5.3	0.4	0.0	-0.6	-2.1	-1.3
COc1cc(CNC(=O)c2cnc(C)cn2)cc(OC)c1	10.8	-1.6	1.3	0.2	1.4	1.6	0.0	-2.8	-1.5	0.1	1.3
COc1cccc(N(CC(=O)NCc2ccccc2)C(=O)CCC(=O)Nc2nccs2)c1	-4.6	-2.1	0.9	-1.8	0.9	-3.8	0.1	-5.8	-1.1	-0.4	-0.9
C[C@H](CO)N1C[C@H](C)[C@@H](CN(C)S(=O)(=O)c2ccc(F)cc2)Oc2c(NS(=O)(=O)c3ccc(F)cc3)cccc2C1=O	-7.4	-2.8	1.7	-4.6	1.9	-14.0	-1.2	-1.9	-1.1	-1.0	2.0
O=C(/C=C/c1ccc(Cl)cc1Cl)N1CCN(c2ccccc2[N+](=O)[O-])CC1	8.1	-1.6	4.3	3.1	2.1	4.4	-0.7	-5.5	-1.3	0.2	-1.1
CCOC(=O)c1c(C)[nH]c(C)c1C(=O)COC(=O)c1cccnc1OCC	-4.9	-0.8	2.1	-0.9	6.0	2.5	0.5	-3.6	-1.1	0.8	-1.9
Cc1cccc(NC(=S)NC2CC3CCC(C2)N3Cc2ccco2)c1 (stereo unspecified)	-0.8	1.4	1.8	2.7	1.9	2.4	-0.6	-0.6	-0.5	-0.2	0.4
COc1ccc(-n2c(SCC(=O)NCC3CCCO3)nc3c([nH]c4ccccc43)c2=O)cc1OC (stereo unspecified)	-7.0	-1.0	10.4*	1.4	-4.3	2.0	0.4	1.8	-0.3	-1.3	8.1*
COc1ccc(/C=C2/SC(=S)N(c3ccc(S(=O)(=O)Nc4nccs4)cc3)C2=O)cc1	14.5	-4.0	0.2	-0.5	7.3	-14.2	0.0	-11.6	-1.9	0.1	-1.1
CC1(C)Cc2ccccc2C2=C(C(=O)N3CCCCCC3)C(=O)C(=O)N21	0.9	-4.2	1.1	2.2	4.5	7.2	1.7	-5.5	-1.5	0.1	-1.5
O=C(CCn1c(=O)c2sccc2n(CC(=O)OCc2ccccc2)c1=O)NCc1ccco1	-5.5	-3.0	-2.6	-0.9	0.9	4.4	-0.5	2.8	-1.4	-1.1	-2.4
O=C(O)C1CCN(C(=O)c2scc3c2OCCO3)CC1	3.0	3.6	0.7	-1.5	-1.9	3.1	1.2	2.8	-1.5	-0.4	1.2
COC(=O)c1ccc2nc(-c3ccc(F)cc3)c(Cc3cccc(F)c3)n2c1	-25.0	-1.4	-1.5	.	38.9*	-1.7	.	28.3	-0.8	0.3	-2.8
